LYPLA2 inh = LYPLA2 inhibitors, primary screen, counter-screen for PME1 inhibitor project, biochemical, fluorescence polarization, FP-Rh probe ABPP; inhibition, % at 5.9 µM; recombinant LYPLA2; 0.38% of 320,000 active; Acyl-protein thioesterase 2 (Homo sapiens), O95372;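 active = inhibition above the screen-wide mean plus 3 SD, limit set per campaign, cut at about 26% in these data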;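 note: 0% = LYPLA2 with DMSO and 100% = wells lacking LYPLA2 enzyme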
Target sequence (O95372 whole entry, looked up): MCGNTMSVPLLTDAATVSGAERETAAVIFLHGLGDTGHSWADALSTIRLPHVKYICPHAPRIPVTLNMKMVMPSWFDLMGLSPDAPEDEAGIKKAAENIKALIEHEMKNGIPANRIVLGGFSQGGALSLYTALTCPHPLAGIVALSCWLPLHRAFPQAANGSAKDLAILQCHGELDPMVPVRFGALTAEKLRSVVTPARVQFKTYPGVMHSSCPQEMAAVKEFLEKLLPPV
JMJD2C inh = inhibitors of GASC-1 histone demethylase, primary screen, biochemical, fluorescence, DELFIA europium; inhibition, % at 2.35 µM; GST-JMJD2C(1-420) H3K9me3 demethylation; 0.069% of 330,000 active; Lysine-specific demethylase 4C (Homo sapiens), Q9H3R0; AID 2099, 2009;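 active = more than half of a compound's replicate wells show inhibition beyond 50%, single wells judged on their own value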;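 note: signal counts dimethyl H3K9 product captured on neutravidin plate; 0% = median of DMSO wells and 100% = 0.3 times that DMSO median; strong numbers were not always called active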
Target sequence (Q9H3R0 1-420 limits assumed): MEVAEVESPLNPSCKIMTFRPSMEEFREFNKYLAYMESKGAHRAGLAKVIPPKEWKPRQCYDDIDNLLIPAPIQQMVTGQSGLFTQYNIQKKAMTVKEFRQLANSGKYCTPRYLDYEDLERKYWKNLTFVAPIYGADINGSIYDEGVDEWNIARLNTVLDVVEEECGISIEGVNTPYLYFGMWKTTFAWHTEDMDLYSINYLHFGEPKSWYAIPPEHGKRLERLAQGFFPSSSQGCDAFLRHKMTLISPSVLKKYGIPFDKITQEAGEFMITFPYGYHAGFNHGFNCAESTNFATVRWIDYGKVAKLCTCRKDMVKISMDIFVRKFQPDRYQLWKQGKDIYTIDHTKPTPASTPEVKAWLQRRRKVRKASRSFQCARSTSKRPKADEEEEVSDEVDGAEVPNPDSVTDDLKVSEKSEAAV
PP1 inh = PP1-alpha phosphatase inhibitors, primary screen, counter-screen for PP5 inhibitor project, biochemical, fluorescence, OMFP substrate, single point; purified PP1alpha; inhibition, % at 6.7 µM; 0.9% of 320,000 active; AID 2235, 2010;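 active = inhibition above the mean inhibition of all tested compounds plus 3 SD, computed separately for each screening campaign, cut at about 15% in these data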
Target sequence (P62136 whole entry, looked up): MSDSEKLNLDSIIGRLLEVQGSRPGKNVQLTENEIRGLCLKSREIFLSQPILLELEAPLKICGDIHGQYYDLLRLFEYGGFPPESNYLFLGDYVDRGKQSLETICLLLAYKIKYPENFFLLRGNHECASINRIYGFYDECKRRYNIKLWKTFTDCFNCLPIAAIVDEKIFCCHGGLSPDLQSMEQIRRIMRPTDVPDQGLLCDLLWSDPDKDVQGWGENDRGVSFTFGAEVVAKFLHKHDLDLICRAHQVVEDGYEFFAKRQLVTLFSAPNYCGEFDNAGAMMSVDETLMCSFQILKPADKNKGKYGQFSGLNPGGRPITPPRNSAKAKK
HCV core dimer = inhibitors of HCV core protein dimerization, primary screen, biochemical, TR-FRET, high-throughput; TR-FRET GST/Flag-core106 dimerization, 1536-well; inhibition, % at 5 µM; 0.33% of 300,000 active; AID 1899, 2009;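 active = inhibition above the mean of all tested compounds plus 3 SD, set per screening campaign, cut at about 45% in these data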
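System: GST-tagged and Flag-tagged HCV core protein residues 1-106 / Input: core106 proteins, GST 13.5 nM and Flag 17 nM / Buffer or medium: KF-containing HEPES buffer, pH 7.45, DTT, CHAPS, BSA / Probe or stimulus: Eu-anti-GST and XL665-anti-Flag labelled anti-tag antibodies / Schedule: 4 h, 22.5 °C incubation / Technique: TR-FRET 671 and 617 nm emission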
Efflux pump mplx = inhibitors of Candida efflux pumps in yeast, primary screen, S. cerevisiae, Nile Red, multiplex; 0.44% of 330,000 active; S. cerevisiae Candida pump triplex; inhibition, % at 10 µM;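 active = plate passing quality check with inhibition over a set limit, or well fluorescence over plate mean plus 4 SD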;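 note: Nile Red retained in pooled yeast measured as flow cytometry median fluorescence; 0% = buffer negative control and 100% = Enniatin B positive control; higher means more Nile Red kept so more efflux inhibition; some compounds called inactive have numbers as strong as hits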
PP5 primary = PP5 phosphatase inhibitors, primary screen, biochemical, fluorescence | Serine/threonine-protein phosphatase 5 (Homo sapiens), P53041 | purified PP5c, OMFP substrate fluorescence | inhibition, % at 6.7 µM | 0.18% of 320,000 active;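 active = inhibition above the campaign's mean inhibition across all tested compounds plus 3 SD, cut at about 9.5% in these data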;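 note: 0% = DMSO only and 100% = 100 µM cantharidin control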
PREPL inh = PREPL enzyme inhibitors, primary screen, biochemical, fluorescence polarization; inhibition, % at 5.96 µM; recombinant PREPL, fluorescence polarization activity-based probe; Prolyl endopeptidase-like (Homo sapiens), Q4J6C6; 0.68% of 320,000 active; in the data active = inhibition above about 43%;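 note: 0% = enzyme with DMSO and 100% = wells lacking enzyme; many of its hits are not listed in these tables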
CTSL1 counter = Fasciola hepatica cathepsin L1 inhibitors, primary screen, counter-screen for PFM18AAP inhibitor project, biochemical, QFRET, fluorogenic peptide substrate | inhibition, % at 5.96 µM | 0.49% of 300,000 active | recombinant F. hepatica cathepsin L1, Z-Leu-Arg-MCA fluorescence | AID 1906, 2009;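 active = inhibition above the mean of all tested compounds plus 3 SD, set per screening campaign, cut at about 17% in these data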;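 note: 0% = plate median of test compound wells and 100% = 1 µM Z-Phe-Ala-diazomethylketone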
TPT1 inh = Candida albicans TPT1 enzyme inhibitors, primary screen, biochemical, fluorescence polarization | inhibition, % at 5 µM | 0.81% of 300,000 active | tRNA 2'-phosphotransferase TPT1 (Candida albicans SC5314) | recombinant caTPT1, FP RNA substrate dephosphorylation;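 active = inhibition above the mean of all tested compounds plus 3 SD, set per screening campaign, cut at about 24% in these data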;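 note: plate controls were DMSO alone for no effect and ferristatin control at 100 nM for full effect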
Starred values were filed as active, the others as inactive; / = no result given; & = joins results of further samples. An excerpt. The share of hits here may be higher or lower than overall.

SMILES | LYPLA2 inh | JMJD2C inh | PP1 inh | HCV core dimer | Efflux pump mplx | PP5 primary | PREPL inh | CTSL1 counter | TPT1 inh
CC(C(=O)Nc1cccc(S(=O)(=O)N2CCOCC2)c1)N1CCN(c2ccc(F)cc2)CC1 (stereo not given) | -1.8 | 4.1 | -4.6 | -1.7 | 0.1 | 0.6 | 28.8 | 1.9 | 0.6
CCCCCCC(C)OC(=O)c1ccccc1C(=O)O (stereo not given) | 8.8 | 0.7 | -1.8 | 2.6 | -0.1 | -2.1 | 7.4 | 1.1 | 1.8
C[N+]1(C2CCC3CCCC2C3O)CCCCC1 (stereo not given) | -3.8 | 6.2 | 2.5 | -4.1 | 0.0 | 2.9 | -1.8 | -1.2 | 0.7
CC(C)NC(=O)c1cccc2c1-c1ccccc1C2=O | 1.9 | 5.8 | -0.8 | 2.3 | -0.2 | -1.1 | -0.1 | 5.7 | -1.7
Cc1ccc(CNC(=O)CCCCn2c(=O)[nH]c3ccsc3c2=O)cc1 | -0.8 | -6.6 | 1.3 | -3.5 | -0.1 | 0.7 | -0.6 | 2.5 | -3.9
CCc1nnc(NC(=O)c2oc3cc(C)c(C)cc3c2C)s1 | 6.2 | -11.9 | 8.5 | -6.1 | -0.1 | -1.4 | -3.8 | 5.7 | -2.4
N#Cc1c(-c2ccc(F)cc2)cc(-c2ccccc2)nc1SCC(=O)NCC(=O)O | 7.5 | 16.6 | 0.7 | 7.1 | -0.1 | 2.2 | 9.2 | 5.1 | -2.8
COc1cc(OC)cc(C(=O)NC(c2ccccc2)c2ccccc2)c1 | 0.4 | -2.6 | 1.3 | 9.6 | -0.2 | 0.9 | 1.0 | -2.0 | -1.5
CC(Oc1ccc(Cl)cc1Cl)C(=O)/C=C/N(C)C (stereo not given) | 7.8 | 3.2 | -0.2 | -2.4 | 0.0 | 2.4 | 6.3 | -2.1 | -1.5
Nc1c(Cl)cc(C2=NCCn3c2c2ccc([N+](=O)[O-])cc2[n+]3[O-])cc1Cl | -3.1 | -3.7 | 3.4 | 18.9 | -0.1 | 2.8 | 39.1 | 0.4 | 9.1
CC1=NNC(=O)C1C(c1ccccc1)C1C(=O)NN=C1C (stereo not given) | -0.4 | 4.0 | -1.1 | -2.9 | -0.1 | 1.2 | 3.3 | 5.2 | -1.2
Cc1cccc(N2CCN(S(=O)(=O)c3c(C)noc3/C=C/N(C)C)CC2)c1C | -4.5 | -3.1 | 2.3 | 6.7 | 0.0 | 2.3 | 6.0 | -5.5 | 3.7
Cn1c(CC(=O)NNC(=O)c2ccc(F)cc2F)nc2ccccc21 | 1.9 | 1.2 | -3.0 | / | 0.0 | 3.3 | 0.7 | / | /
COc1cc(OC)nc(S(C)(=O)=O)n1 | -0.4 | 1.1 | -4.4 | -8.0 | 0.0 | 0.2 | -5.1 | -2.5 | -0.3
CN(NC(=O)CN1C(=O)c2ccccc2C1=O)C1=NS(=O)(=O)c2ccccc21 | -3.8 | 7.7 | -7.3 | 4.6 | 0.0 | 0.0 | 7.8 | 0.2 | -1.4
CC(OC(=O)C1CCCC1)C(=O)Nc1ccc(C(N)=O)cc1 (stereo not given) | -3.1 | 1.2 | -6.1 | 2.0 | 0.1 | 0.2 | 6.8 | -3.3 | 2.9
COc1ccc(C2NCCc3c2[nH]c2ccccc32)cc1COc1ccc(F)cc1 (stereo not given) | -5.3 | 12.5 | 17.1* | -16.5 | 0.0 | 4.3 | 37.8 | 1.2 | -4.9
CC(C)C(=O)Nc1ccc(C(=O)NNC(=O)c2cccs2)cc1 | 6.1 | 3.4 | -0.6 | -12.8 | -0.1 | 2.1 | 10.4 | -4.2 | -3.9
COc1ccccc1NC(=O)Cc1cccc2ccccc12 | 3.2 | 1.8 | -0.6 | 5.2 | 0.0 | 1.7 | -3.1 | 7.6 | 2.5
N#CCC(CNc1ncc(C(F)(F)F)cc1Cl)OC(=O)c1ccc(Cl)cc1Cl (stereo not given) | -16.0 | 7.2 | -0.2 | -3.6 | -0.1 | 4.7 | 1.7 | 0.1 | 0.1
Cc1ccc(C)c(-n2sc3ccc(F)cc3c2=O)c1 | 8.8 | 8.7 | 1.6 | / | 0.1 | -2.3 | 0.1 | / | /
CC(=O)c1sc(NC(=O)CCOc2ccccc2)nc1C | 6.2 | 5.9 | -0.5 | -0.4 | 0.0 | 1.2 | -5.7 | 5.8 | -0.3
CC(=O)Nc1ccccc1NC(=O)C/C(C)=N/NC(=O)c1ccccn1 | 1.3 | 7.0 | -2.4 | -6.0 | -0.1 | 3.0 | -3.8 | 0.0 | -1.8
COC(=O)CSc1[nH]c2cc(C)ccc2c1[N+](=O)[O-] | 6.4 | -12.3 | 2.6 | -0.5 | 0.0 | 0.0 | 4.0 | 0.7 | -2.3
COc1cccc(N2CC(NS(=O)(=O)c3ccc(Cl)cc3)CC2=O)c1 (stereo not given) | 2.2 | 49.8 | -7.8 | 1.1 | 0.1 | 0.4 | -8.9 | -3.8 | -3.9
CCN(Cc1cccs1)C(=O)CN1C(=O)NC(c2ccccc2)(c2ccccc2)C1=O | 5.5 | 3.6 | 0.9 | / | 0.2 | 0.7 | 0.6 | / | /
CCOC(=O)N1CCN(c2c(N3CC=C(c4ccccc4)CC3)c(=O)c2=O)CC1 | 5.7 | 0.8 | 1.0 | 6.8 | 0.2 | 3.3 | 31.0 | -1.0 | 3.5
CC(C)CC(=O)c1c[nH]c(C(=O)N2CCN(Cc3ccccc3)CC2)c1 | 3.3 | -6.5 | -0.4 | -6.6 | 0.1 | 1.0 | -4.1 | -0.8 | -3.0
O=C(Nc1ccc2nccnc2c1)Nc1ccccc1Cl | 4.7 | 11.8 | 2.2 | -10.0 | 0.3 | 5.9 | 16.1 | 0.8 | 0.1
CC1(C)CC(=NOC(=O)c2ccccc2)CC(C)(C)N1 | 0.3 | 15.2 | 4.4 | -4.1 | -0.1 | 0.2 | 8.2 | 3.4 | -1.7
Nc1nc(Sc2ccc([N+](=O)[O-])cc2[N+](=O)[O-])n[nH]1 | 7.6 | 4.8 | -1.6 | -0.3 | 0.2 | 1.2 | 7.0 | 1.8 | 2.0
COc1cc(C(Nc2ccc3c(c2)OCO3)C(=O)NC2CCCCC2)cc(OC)c1OC (stereo not given) | -4.8 | -9.7&-5.2 | 6.9 | 8.3 | 0.2 | 0.8 | 9.7 | -3.3 | -2.5
Cc1ccc(Cl)cc1NC(=O)COC(=O)C1CCCCC1 | -1.4 | 2.5 | -1.0 | 0.1 | 0.0 | 2.2 | -5.4 | 6.6 | -1.7
Cc1nc(CS(=O)c2ccccc2)cc(N2CCOCC2)n1 (stereo not given) | -3.8 | 2.1 | 1.8 | 0.2 | 0.0 | -1.5 | 7.5 | 3.3 | -3.8
O=C(CN1CCCCC1)Nc1cccc(Oc2ccccc2)c1 | 0.7 | -5.2 | -2.8 | 1.1 | 0.1 | -0.8 | 3.0 | 0.4 | -1.1
Cc1cc(C)cc(NC(=O)CSc2nnc(-c3ccncc3)o2)c1 | 8.0 | 4.0 | -2.7 | -3.3 | 0.0 | 3.0 | 0.6 | -0.2 | 5.3
Cc1csc(Sc2nc3c(c(=O)[nH]c(=O)n3C)n2CCCc2ccccc2)n1 | -7.0 | 3.5 | -5.4 | 7.7 | -0.1 | -0.7 | 1.3 | 11.6 | 1.3
Cc1cccc(C(=O)NN2S(=O)(=O)c3ccccc3S2(=O)=O)c1 | 0.3 | -9.0 | 2.6 | 4.5 | -0.1 | -2.0 | -2.2 | -4.8 | 0.7
CCn1nnc(NC(=O)c2ccc(-c3ccc(Cl)cc3)o2)n1 | -1.3 | 6.1 | -6.2 | 1.5 | 0.0 | -4.3 | -7.2 | 0.4 | 0.7
COc1ccccc1NC(=O)CCN1CC(C)OC(C)C1 (stereo not given) | 1.0 | 11.3 | -1.7 | 1.9 | 0.1 | 1.8 | -1.8 | -3.9 | -0.2
Cc1ccn2c(CNCC3OCCc4ccccc43)c(C(=O)N3CCCCCC3)nc2c1 (stereo not given) | 5.0 | -13.6 | 0.7 | 4.0 | 0.0 | 1.5 | 2.9 | -0.8 | -1.4
CCOC(=O)c1ccc(NC(=O)Nc2c(C)nn(C)c2C)cc1 | 5.2 | -3.5 | 3.5 | -1.3 | -0.1 | 1.4 | 2.3 | -0.7 | -2.4
CCCCCCn1c(SCCCC)nc2c1c(=O)[nH]c(=O)n2C | 2.8 | / | -4.5 | 11.7 | 0.2 | 0.5 | 9.6 | 1.5 | -5.4
Cc1cc(NC(=O)c2ccc(C)s2)n(-c2nc3ccccc3[nH]2)n1 | -13.5 | 4.7 | -2.7 | 13.2 | -0.1 | 2.6 | 0.7 | 0.9 | 2.7
Cc1ccc(CNC(=O)c2nnc(Cc3ccc(Cl)cc3)o2)cc1 | -0.1 | -4.6 | -4.8 | 1.9 | 0.1 | -3.7 | -2.8 | 3.5 | -0.5

Reprinted from the part before: two entries, then new ones.
SMILES | LYPLA2 inh | JMJD2C inh | PP1 inh | HCV core dimer | Efflux pump mplx | PP5 primary | PREPL inh | CTSL1 counter | TPT1 inh
Cc1cc(NC(=O)c2ccc(C)s2)n(-c2nc3ccccc3[nH]2)n1 | -13.5 | 4.7 | -2.7 | 13.2 | -0.1 | 2.6 | 0.7 | 0.9 | 2.7
Cc1ccc(CNC(=O)c2nnc(Cc3ccc(Cl)cc3)o2)cc1 | -0.1 | -4.6 | -4.8 | 1.9 | 0.1 | -3.7 | -2.8 | 3.5 | -0.5
CCn1ncc(/C=N\NC(=O)Cc2ccc([N+](=O)[O-])cc2)c1C | 6.3 | -11.4 | -4.0 | 0.7 | 0.0 | 0.7 | 1.1 | -1.1 | 0.9
COc1ccc(NC(=O)/C=C/c2ccc(S(=O)(=O)N3CCOCC3)cc2)cc1 | 4.1 | -1.9 | -3.2 | / | -0.1 | 2.4 | 13.1 | / | /
COc1ccc(CCNC(=O)c2cnn3cccnc23)cc1OC | -5.1 | 2.6 | -4.2 | 3.2 | 0.0 | 1.9 | 15.3 | -4.3 | -3.0
Cc1ccc(C(=O)NCC2CCCO2)cc1[N+](=O)[O-] (stereo not given) | -1.3 | -1.5 | 1.7 | 4.1 | 0.0 | 2.3 | 8.4 | -3.7 | 2.6
Cc1ccc(-c2cc(C(F)(F)F)c(C#N)c(=O)[nH]2)cc1 | -0.2 | -5.0 | -1.7 | -3.8 | -1.1 | 0.7 | 7.0 | 2.7 | -3.2
COc1cccc(OC)c1C(=O)NNC(=O)c1ccc(F)cc1 | -2.0 | 2.5 | 3.5 | -6.4 | -0.2 | 1.3 | 16.7 | -2.4 | -3.8
O=C(C1CCCN(S(=O)(=O)c2cccc3nsnc23)C1)N1CCc2ccccc2C1 (stereo not given) | 5.3 | 17.8 | -0.4 | 8.4 | 0.1 | 1.2 | 12.1 | -1.0 | -3.4
CCN1CCN(C(=S)Nc2cc(S(=O)(=O)N(CC)CC)ccc2C)CC1 | 5.6 | 1.2 | -4.2 | -2.2 | 0.1 | 0.3 | 4.4 | -4.0 | -0.6
